# VLA-4 antagonist: blocks LDV-FITC ligand binding to Mn2+-activated human VLA-4 integrin. P13612. Jurkat cells, LDV-FITC binding with Mn2+, flow cytometry; 100% = Mn2+-driven binding gain fully reversed. inhibition, % at 10 µM (by protocol). actives 0.2% (n = 24,000). AID 529;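 active = inhibition above 50%; inconclusive = compound itself fluorescent, judged against control cell fluorescence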;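 also: 0% = Mn2+ stimulated cells lacking compound and 100% = ligand binding without Mn2+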
# Target sequence (P13612 whole entry, looked up): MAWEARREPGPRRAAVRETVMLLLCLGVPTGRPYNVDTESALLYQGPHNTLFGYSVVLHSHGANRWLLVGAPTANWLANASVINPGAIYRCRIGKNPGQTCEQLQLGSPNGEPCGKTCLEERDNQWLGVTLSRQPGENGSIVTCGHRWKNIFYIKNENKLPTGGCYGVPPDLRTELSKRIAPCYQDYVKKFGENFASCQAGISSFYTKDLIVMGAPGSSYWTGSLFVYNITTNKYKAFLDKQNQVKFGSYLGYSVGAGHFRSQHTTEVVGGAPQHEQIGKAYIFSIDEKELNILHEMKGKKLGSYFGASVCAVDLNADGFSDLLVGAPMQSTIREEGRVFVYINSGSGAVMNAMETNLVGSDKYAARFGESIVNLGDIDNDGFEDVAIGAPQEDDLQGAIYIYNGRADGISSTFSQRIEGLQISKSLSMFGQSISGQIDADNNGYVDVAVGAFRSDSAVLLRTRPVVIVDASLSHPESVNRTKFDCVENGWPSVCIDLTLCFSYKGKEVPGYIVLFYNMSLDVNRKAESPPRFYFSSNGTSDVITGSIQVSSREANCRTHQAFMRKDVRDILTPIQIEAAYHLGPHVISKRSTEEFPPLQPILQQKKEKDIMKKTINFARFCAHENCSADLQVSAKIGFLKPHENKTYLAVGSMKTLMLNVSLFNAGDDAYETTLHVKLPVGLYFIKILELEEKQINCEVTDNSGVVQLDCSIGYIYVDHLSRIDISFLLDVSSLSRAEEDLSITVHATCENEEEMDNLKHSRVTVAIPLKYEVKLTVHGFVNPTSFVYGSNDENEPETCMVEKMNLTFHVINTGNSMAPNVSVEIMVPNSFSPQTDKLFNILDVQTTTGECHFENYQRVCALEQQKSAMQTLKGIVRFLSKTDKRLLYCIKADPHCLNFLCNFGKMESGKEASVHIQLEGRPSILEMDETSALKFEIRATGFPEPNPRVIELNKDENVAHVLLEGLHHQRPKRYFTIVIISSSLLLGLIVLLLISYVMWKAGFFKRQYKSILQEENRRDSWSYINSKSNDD
# VLA-4 allo ag: allosterically activates the human VLA-4 integrin. Jurkat cells, LDV-FITC binding, flow cytometry. P13612. 24,000 tested, under 10 active. activation, % at 10 µM (by protocol);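 active = fluorescent ligand binding to cells raised by more than 40% of the manganese-induced maximum; inconclusive = compound's own fluorescence above 85% of the ligand control signal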;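 also: 0% = ligand binding without compound and 100% = manganese-stimulated maximal binding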
# LNCaP diff act: promotes differentiation of LNCaP prostate cells; flow cytometry side scatter, 4 d; side scatter shift, % at 10 µM; actives 0.56% (n = 24,000); AID 795;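 active = side scatter shift above 30%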;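 also: androgen-responsive LNCaP prostate cancer cells in charcoal-stripped serum medium; percent of cells past a gate set so DMSO wells show 10% shift; higher shift means more granular cells and more differentiation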
# Jurkat autofluor: autofluorescence counter-screen for VLA-4 integrin assays | Jurkat cells, compound autofluorescence, flow cytometry; active compounds read high; 1 = vehicle-only cell background | fluorescence ratio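 (tested at 10 µM compound in the well)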 | actives 0.61% (n = 24,000) | AID 576;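 active = fluorescence ratio above 2.44, which is 1 plus 3 SD of all ratios; inconclusive = signal too bright to measure linearly, ratio around 10 or more; inactive = fluorescence ratio below 2.44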;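 also: green fluorescence of cells measured with 488 nm excitation and 530 nm emission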
# Starred values were filed as active, the others as inactive; ? = inconclusive; nt = not tested or not shown. These rows are one share of the data (hit frequency here may not be typical).
SMILES,VLA-4 antagonist,VLA-4 allo ag,LNCaP diff act,Jurkat autofluor
CCOc1ccccc1NC(=O)CSc1nnc(Cc2cccn2C)n1-c1ccc(F)cc1,3,-5,10,1
O=C(Cn1cccc1C(=O)c1ccccc1)NCc1cccs1,13,0,9,1.1
CN(C)CCCN1C(=O)C(=O)/C(=C(/O)c2ccncc2)C1c1cccc(Br)c1 (configuration not stated),-32,6,6,1.1
CC1Cc2nc(SCC(=O)NC3CCCCC3)n(C)c(=O)c2S1 (configuration not stated),3,-6,8,1.1
O=C(NC1CCCC1)c1ccc(CS(=O)(=O)c2cccc(C(F)(F)F)c2)o1,5,0,12,1.1
COC(=O)C(C)Sc1ncnc2c1nnn2-c1ccc(F)cc1 (configuration not stated),8,-3,7,1.1
COc1ccc(NC(=O)c2cc(C)on2)cc1OC,-10,-4,3,1
CN1C(=O)OC(C)(CCc2ccccc2)C1(C)O (configuration not stated),-1,5,3,0.9
COc1cc2[nH]c(=O)n(Cc3ccc(C(=O)NCCCN4CCN(C)CC4)cc3)c(=O)c2cc1OC,15,3,nt,1
CCOC(=O)c1cccc(NC(=O)CCS(=O)(=O)c2cccc3nsnc23)c1,-4,4,6,1
O=S(CC(O)COCc1ccc(Cl)cc1)c1ccccn1 (configuration not stated),-22,0,6,0.97
CCOC(=O)N1CCN(C(=O)CSc2nc3c(c(=O)n2-c2ccccc2OC)SCC3)CC1,-11,-1,4,0.96
CS(=O)(=O)N(Cc1ccco1)CC(O)Cn1c2ccccc2c2ccccc21 (configuration not stated),-14,4,4,1.1
CCOc1ccccc1N1CCN(S(=O)(=O)c2cccc3nsnc23)CC1,-16,-10,7,1
CCCCn1c(=O)[nH]c(=O)c2c1nc(-c1ccncc1)n2CCOC,-18,4,9,0.93
O=C1C(Cl)=C(N2CCOCC2)C(=O)N1CCc1ccccc1,-24,6,8,1
NS(=O)(=O)c1ccc(CNC(=O)NC2(c3ccccc3)CC2)cc1,-26,-5,13,1
COc1ccc(S(=O)(=O)CCC(=O)O)cc1,-5,2,3,1
O=C(NCc1ccco1)c1cccc(-c2nnc(-c3ccccc3)o2)c1,8,-18,10,1.2
O=C(NCCN1CCN(c2ccccc2)CC1)c1cccn2c(=O)c3cc(Cl)ccc3nc12,?,?,2,1.3
CC(C)COC(=O)C1C2C=CC3(CN(C(C)c4ccc(Br)cc4)C(=O)C13)O2 (configuration not stated),-15,-4,4,1
O=C(Nc1ccc(F)c(F)c1)c1ccc(F)c(S(=O)(=O)N2CCOCC2)c1,8,-4,7,1.1
N#CC(C(=O)Nc1ccccc1)=C1CCCCC1,2,3,4,0.98
O=C(NC1CCCCCC1)C1c2ccccc2C(=O)N1CCCN1CCOCC1 (configuration not stated),2,6,10,1
CCOC(=O)c1cccc(NC(=O)CSc2nc3ccccc3c(=O)n2CC)c1,0,-1,10,1
COc1ccc(-n2nc(C(=O)O)c3ccccc3c2=O)c(OC)c1,6,4,4,1
O=C(NCc1ccc2c(c1)OCO2)C1CCCN(S(=O)(=O)c2cccs2)C1 (configuration not stated),3,1,6,1.1
CCOC(=O)CN1C(=O)COc2ccc(Cl)cc21,?,?,4,1.2
COCc1cc(C)nc2sc(C(=O)N3CCN(c4ccccc4)CC3)c(N)c12,-13,-1,8,1.1
Cc1cccn2c(=O)c3cc(C(=O)NCc4ccccn4)n(C)c3nc12,52*,-2,14,1.2
Cn1c(CCCNC(=O)c2ccccc2)nc2ccccc21,-13,6,7,1.1
O=C(Nc1ccccc1)N1CCCC2CCCCC21 (configuration not stated),1,5,6,0.86
O=C(Nc1c(-c2ccccc2)nc2ccccn12)c1ccco1,15,1,7,1.1
CCOC(=O)COc1cc(=O)n(CC)c2ccccc12,1,-1,4,0.97
FC(F)(F)c1cccc(N2CCN(c3nnnn3-c3ccccc3)CC2)c1,-4,-4,11,1
O=C(NCCOC(=O)C1COc2ccccc2O1)c1cccnc1 (configuration not stated),-8,-3,7,0.94
CCOC(=O)C1C(=O)C=C(N2CCOCC2)CC1c1cccc(OC)c1 (configuration not stated),3,-4,11,1
Fc1cccc(Cl)c1Cn1nnc2c(NCc3ccccn3)ncnc21,-2,-2,11,1.1
CCCC(=O)Nc1sc(C(=O)OC)c(C)c1C(N)=O,?,?,9,1.3
COc1ccccc1N1CCN(C(=O)C2CCC(Cn3c(=S)[nH]c4ccccc4c3=O)CC2)CC1 (configuration not stated),11,2,12,0.88

# Overlap with the part before: 5 entries, followed by the next part.
SMILES,VLA-4 antagonist,VLA-4 allo ag,LNCaP diff act,Jurkat autofluor
O=C(NCCOC(=O)C1COc2ccccc2O1)c1cccnc1 (configuration not stated),-8,-3,7,0.94
CCOC(=O)C1C(=O)C=C(N2CCOCC2)CC1c1cccc(OC)c1 (configuration not stated),3,-4,11,1
Fc1cccc(Cl)c1Cn1nnc2c(NCc3ccccn3)ncnc21,-2,-2,11,1.1
CCCC(=O)Nc1sc(C(=O)OC)c(C)c1C(N)=O,?,?,9,1.3
COc1ccccc1N1CCN(C(=O)C2CCC(Cn3c(=S)[nH]c4ccccc4c3=O)CC2)CC1 (configuration not stated),11,2,12,0.88
CCCC(=O)Nc1ccccc1NC(=O)CN(C)S(=O)(=O)c1ccc(C)cc1,-18,2,4,1.1
CCCN(CCC)C(=O)CC(c1ccc(F)cc1)c1ccco1 (configuration not stated),-11,2,10,1.1
CCOC(=O)c1cc2c(=O)n3ccccc3nc2n(CC2CCCO2)c1=NC(C)=O (configuration not stated),0,-2,5,1
O=C(c1cc(-c2ccc(Cl)cc2)on1)N1CCOCC1,-6,7,3,1
COc1cccc(-c2nc(CSCC(=O)NCC3CCCO3)c(C)o2)c1 (configuration not stated),7,-4,6,1.2
Cc1ccsc1-c1nc(CSCC(=O)N2CCN(c3ccccc3)CC2)c(C)o1,9,-5,3,1
O=C(NC1CCCCCCC1)c1ccc(CNc2c(N3CCOCC3)c(=O)c2=O)cc1,17,-4,3,1.1
Cc1cc(C)n(C(C)n2nc(C)cc2C)n1,-10,-6,7,1
COc1ccc(-c2nc(CS(=O)CC(=O)NCCCN3CC(C)CC(C)C3)c(C)o2)cc1OC (configuration not stated),25,-3,8,1
CCN=C1SC(CC(=O)Nc2ccccc2OCC)C(=O)N1CC (configuration not stated),-3,1,7,0.98
CCOC(=O)C1CCN(C(=O)c2cn(CCOC)c(=O)c3c2c2ccccc2n3C)CC1,-2,2,6,1.2
CC1(C)Cc2noc(N)c2C(C)(C)N1OC(=O)c1cccs1,-6,-1,7,1
O=C(C1CCC(CNc2c(N3CCCCC3)c(=O)c2=O)CC1)N1CCCCC1 (configuration not stated),-19,1,8,1.1
CCOC(=O)C1CCCN(C(=O)Cn2nc(Cc3cccnc3)c3ccccc3c2=O)C1 (configuration not stated),3,2,10,1
CC1CCCC(NC(=O)CC2Nc3ccccc3NC2=O)C1C (configuration not stated),2,-9,9,0.95
CCC(=O)N1CCc2cc(OC)c(OC)cc2C1COc1ccc(C(=O)OC)cc1 (configuration not stated),-1,-1,7,1
Cc1cccc(N2CCN(C(=O)COc3cc(=O)n(C)c4ccccc34)CC2C)c1 (configuration not stated),25,1,8,1.1
C=C(c1cccc2ccccc12)P(=O)(O)O,-26,0,12,1
CCC(=O)N1CCc2cc(S(=O)(=O)CCC(=O)N3CCc4ccccc4C3)ccc21,-21,18,7,0.72
COc1ccc(S(=O)(=O)NC(CC(=O)NCc2ccc3c(c2)OCO3)c2ccco2)cc1 (configuration not stated),-2,1,15,1
CCN1CCc2c(sc(NC(=O)c3ccc(S(=O)(=O)N4CCOCC4)cc3)c2C(=O)OC)C1,11,-9,6,1.1
COc1cccc(-c2nc(-c3ccc(NC(=O)Cc4ccccc4OC)cc3)no2)c1,9,-8,3,1
O=C(Nc1c(F)cc(F)cc1Br)c1cc(-c2ccc(O)cc2)on1,-8,1,8,0.99
Cc1c(C(C)O)nnn1-c1nonc1N (configuration not stated),32,2,10,0.96
N#CC(C(=O)NCCc1ccccc1)c1nc2ccccc2nc1N1CCOCC1 (configuration not stated),-16,4,7,1.1
Cc1ccc2oc(=O)c3cnn(CC(=O)N4CCc5ccccc5C4)c3c2c1,10,-3,1,1.2
COc1ccccc1OCc1ccc(C(=O)N2CCN(C(=O)c3ccco3)CC2)cc1,-10,0,9,1.1
Cc1c(C(=O)NCCc2ccccc2)oc2ccc(S(=O)(=O)N3CCOCC3)cc12,-7,0,6,1.1
Cc1cc(C)n(-c2nnc(C)n2/N=C/c2ccco2)n1,-12,-8,3,0.99
COc1ccc(C2C(C(=O)Nc3cc(C)on3)c3ccccc3C(=O)N2C)cc1OC (configuration not stated),-5,-3,1,1.1

# Reprinted from the part before: two entries, then new ones.
SMILES,VLA-4 antagonist,VLA-4 allo ag,LNCaP diff act,Jurkat autofluor
Cc1cc(C)n(-c2nnc(C)n2/N=C/c2ccco2)n1,-12,-8,3,0.99
COc1ccc(C2C(C(=O)Nc3cc(C)on3)c3ccccc3C(=O)N2C)cc1OC (configuration not stated),-5,-3,1,1.1
CCOC(=O)c1cnc(-n2cc(C)cn2)nc1Nc1ccccc1OC,-16,10,11,1.1
Cn1cccc1Cc1nnc(SCC(=O)NCCc2ccccc2)n1-c1ccc(F)cc1,1,-2,3,1
CCOC(=O)CSc1nnc(CNC(=O)c2ccc(OC)cc2OC)n1-c1ccc(OC)cc1,11,-1,2,1
Cc1nc2sc(C(c3ccccc3)N3CCN(c4ccccc4F)CC3)c(O)n2n1 (configuration not stated),-3,?,4,1.3
Cc1ccc2oc(=O)c3cnn(CC(=O)NC4CCN(Cc5ccccc5)CC4)c3c2c1,6,1,12,1.1
Cc1nn(Cc2ccc(Cl)cc2)c(C)c1NC(=O)c1cc(-c2ccco2)on1,6,-1,13,1.1
Cc1ccc(CSC2=NCCN2C(=O)C2CC2)cc1,-13,1,8,1.1
COc1nc(OC)nc(N2CCC(NC(=O)C(Cc3ccc(C(C)C)cc3)NC(C)=O)CC2)n1 (configuration not stated),-10,2,1,0.99
CCc1ccc(NC(=O)NCCN2CCc3ccccc3C2)cc1,12,-14,34*,1.1
COc1ccc(NCc2nnc(SCC(=O)Nc3cc(C)cc(C)c3)o2)cc1,-5,0,5,1
Cc1ccc(N2C(=O)c3ccc(C(=O)N4CCN(c5ccccc5F)CC4)cc3C2=O)cc1,21,-5,7,1
O=C(CSc1nnc(-c2ccc3c(c2)OCCO3)o1)N1CCCC1,-10,2,5,1.1
CC1Cc2ccccc2N1C(=O)c1cc2c(=O)n3ccccc3nc2n1C (configuration not stated),?,?,5,1.3
CCn1c(=O)cc(SCC(=O)NCc2ccc3c(c2)OCO3)c2ccccc21,5,3,20,1
Cc1ccc(-n2nnnc2SCC(=O)c2cc(C)n(CC3CCCO3)c2C)cc1 (configuration not stated),-15,8,10,1.1
Cc1ccc(C)c(Cc2c(C)nc3c(C(=O)N4CCOCC4)cnn3c2C)c1,?,?,2,1.9
Cn1c(COc2ccc(Cl)cc2)nnc1SCC(=O)NC1CCCCC1,0,4,10,1
COc1ccc(NC(=O)C(NS(=O)(=O)c2ccc3c(c2)CCCN3C(C)=O)C(C)C)c(OC)c1 (configuration not stated),8,5,10,1.1
COCCN(C(=O)c1csnn1)C(C(=O)NC(C)(C)C)c1cccc(OC)c1 (configuration not stated),2,-8,12,1
COc1ccc(-n2nc(C(=O)NCC(=O)NCC3CCCO3)c3ccccc3c2=O)c(OC)c1 (configuration not stated),-4,-1,5,1.1
CCOC(=O)C1CCN(S(=O)(=O)c2cc(Br)cc3c2N(C(C)=O)C(C)C3)CC1 (configuration not stated),-1,-2,4,1.1
COc1ccc(C)cc1NC(=O)CN1CCN(CC(=O)Nc2ccccc2F)CC1,?,?,3,1.1
CCCCCn1c(CN2CCN(C(=O)c3ccco3)CC2)nc2c1c(=O)n(C)c(=O)n2C,0,-2,1,1.1
CC1CCN(CCCNC(=O)C2CCN(S(=O)(=O)N3CCCCC3)CC2)CC1,-1,1,4,1
CC1=C(C(=O)Nc2cccnc2)C(c2ccccn2)n2nnnc2N1 (configuration not stated),?,?,11,1.1
O=C(CN(CCc1ccccc1)C(=O)CN1C(=O)COc2ccccc21)NCc1ccco1,-30,2,2,0.93
Brc1ccc2[nH]c3c(N4CCc5ccccc5C4)ncnc3c2c1,29,-9,nt,1.1
CCNCC(O)COCC(O)CNCC (configuration not stated),-21,0,7,0.8
Cc1cc(C)nc(N(C#N)Cc2ccccc2Cl)n1,?,?,5,0.9
Cn1cc(C(=O)c2ccc(F)cc2)cc1-c1nc2ccccc2n1C,-10,-4,3,1.1
CCC(=O)c1ccc(OCC(=O)N2CCc3cc(OC)c(OC)cc3C2)cc1,-13,4,14,1.1

# A few values from the list:
# Jurkat autofluor result of CC1=C(C(=O)Nc2cccnc2)C(c2ccccn2)n2nnnc2N1 (configuration not stated) : 1.1
# LNCaP diff act result of CCCN(CCC)C(=O)CC(c1ccc(F)cc1)c1ccco1 (configuration not stated) : 10
# LNCaP diff act result of O=C(Nc1ccc(F)c(F)c1)c1ccc(F)c(S(=O)(=O)N2CCOCC2)c1 : 7
# LNCaP diff act result of Cc1ccc2oc(=O)c3cnn(CC(=O)NC4CCN(Cc5ccccc5)CC4)c3c2c1 : 12

# High-throughput results from PubChem.
